SENP8 inh: SENP8 protease inhibition; Q96LD8; purified SENP8, Z-RLRGG-aminoluciferin cleavage, luminescence; inhibition, % at 10 µM; actives 1.2% (n = 330,000)
HKDC1 inh: blocks human hexokinase HKDC1 activity | Q2TB90 | recombinant HKDC1, G6PDH/diaphorase resazurin coupled fluorescence | inhibition, % at 20 µM | actives 0.16% (n = 340,000) | AID 493160;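 active = inhibition above about 35% when tested at 20 µM, limit read from the data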;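 also: plate controls were DMSO wells with enzyme for no effect and DMSO wells lacking enzyme for full effect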
Target sequence (Q2TB90 whole entry, looked up): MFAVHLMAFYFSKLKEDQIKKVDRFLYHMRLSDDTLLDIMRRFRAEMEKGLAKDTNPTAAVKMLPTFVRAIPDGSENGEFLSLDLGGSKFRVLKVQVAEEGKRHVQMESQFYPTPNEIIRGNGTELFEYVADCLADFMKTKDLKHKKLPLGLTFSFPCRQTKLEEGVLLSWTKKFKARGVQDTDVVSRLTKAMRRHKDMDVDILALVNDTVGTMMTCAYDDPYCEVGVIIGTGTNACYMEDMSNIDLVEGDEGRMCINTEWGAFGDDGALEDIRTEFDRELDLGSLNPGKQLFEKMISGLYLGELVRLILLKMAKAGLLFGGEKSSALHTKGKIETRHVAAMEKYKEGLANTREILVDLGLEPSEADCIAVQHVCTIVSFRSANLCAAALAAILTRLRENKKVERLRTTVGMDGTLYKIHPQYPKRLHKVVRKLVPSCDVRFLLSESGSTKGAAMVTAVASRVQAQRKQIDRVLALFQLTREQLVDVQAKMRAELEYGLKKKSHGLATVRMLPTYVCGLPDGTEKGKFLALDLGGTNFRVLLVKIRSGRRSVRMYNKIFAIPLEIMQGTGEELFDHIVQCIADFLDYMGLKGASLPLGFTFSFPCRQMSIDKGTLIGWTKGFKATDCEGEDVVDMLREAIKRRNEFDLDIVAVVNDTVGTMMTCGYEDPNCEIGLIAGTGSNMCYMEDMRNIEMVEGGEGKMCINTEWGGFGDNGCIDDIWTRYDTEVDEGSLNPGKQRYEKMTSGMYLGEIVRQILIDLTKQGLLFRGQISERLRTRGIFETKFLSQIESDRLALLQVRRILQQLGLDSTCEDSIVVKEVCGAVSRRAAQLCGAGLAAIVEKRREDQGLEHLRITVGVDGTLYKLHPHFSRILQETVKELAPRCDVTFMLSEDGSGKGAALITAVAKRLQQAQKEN
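Material: recombinant HKDC1 hexokinase; Amount: HKDC1 at 5 µg/mL; Medium: Tris pH 8.0 buffer with MgCl2, Tween-20, BSA, BME; Schedule: 90 min reaction incubation at room temperature, dark; Technique: coupled resazurin fluorescence, excitation 525 nm, emission 613 nm.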
697 NFkB inh: inhibitors of the PMA/ionomycin-induced NF-kB reporter in 697 B cells; 697 B-cell NF-kB luciferase reporter, 16 h; inhibition, % at 4 µM; actives 0.33% (n = 330,000); in the data active = inhibition above about 35%
Gli-Sufu block: Gli-Sufu pathway antagonism; Sufu-KO-LIGHT fibroblasts, Gli luciferase reporter luminescence; inhibition, % at 5 µM; actives 0.74% (n = 340,000);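 active = inhibition above about 55%, limit read from the data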;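 also: 0% = DMSO-treated cells and 100% = wells with medium but no cells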
UBC13 inh: human UBC13 polyubiquitination inhibition; P61088; UBC13 polyubiquitin chain formation, TR-FRET; inhibition, % at 20 µM; actives 0.47% (n = 330,000); AID 485273; in the data active = inhibition above about 45%, passing the limit was not always enough
Target sequence (P61088 whole entry, looked up): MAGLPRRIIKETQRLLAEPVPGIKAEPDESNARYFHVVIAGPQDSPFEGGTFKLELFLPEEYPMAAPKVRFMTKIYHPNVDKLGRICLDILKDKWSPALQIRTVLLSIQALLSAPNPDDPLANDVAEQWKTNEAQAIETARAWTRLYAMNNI
Apaf1 inhib: blocks human Apaf-1 apoptosome activity | O14727 | reconstituted apoptosome caspase-3 activity, DEVD-Rh110 fluorescence | inhibition, % at 20 µM | actives 0.71% (n = 330,000) | AID 489030; active = inhibition of at least 40% at 20 µM;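 also: plate controls were DMSO wells for no effect and DEVD-CHO caspase inhibitor wells for full effect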
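System: reconstituted apoptosome with Apaf-1, cytochrome c, caspase-9, procaspase-3, dATP; Signal: Rh110 fluorescence intensity; Schedule: 30 min compound preincubation, 50 min activation, room temperature; Reagent: cytochrome c trigger plus (Z-DEVD)2-Rh110 caspase-3 substrate.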
SENP7 block: SENP7 protease inhibition | inhibition, % at 5 µM | actives 1.5% (n = 330,000) | recombinant SENP7, Z-RLRGG-aminoluciferin luminescence, 40 min | Q9BQF6;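 active = inhibition above about 50% at the single test dose, limit read from the data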;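 also: plate controls were DMSO with enzyme for no effect and no enzyme buffer wells for full effect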
Jurkat NFkB inh: inhibitors of the PMA/ionomycin-induced NF-kB reporter in Jurkat cells | PMA/ionomycin-induced NF-kB luciferase reporter, luminescence | inhibition, % at 4 µM | actives 0.53% (n = 330,000) | AID 435003
Starred values were filed as active, the others as inactive; . = no result given. Rule as the data show it, unless noted: active = inhibition above about 50%; inactive = the rest.

[1] CCCn1c(NCc2cc(C)ccc2O)nc2ccccc21
[2] NC(=O)CSc1nnc(NC(=O)C23CC4CC(CC(C4)C2)C3)s1
[3] COc1ccc(C2C(C(=O)N3CCCC3)c3cc(OC)c(OC)cc3C(=O)N2C)cc1OC (configuration not stated)
[4] CCO/N=C(/C)c1c(O)cc(-c2ccccc2)n(-c2ccccc2)c1=O
[5] Cc1cc(C)cc(Oc2ccc(NC(=O)C3CC=CCC3C(=O)O)cc2)c1 (configuration not stated)

screen / no.	1	2	3	4	5
SENP8 inh	-3	0	6	-5	0
HKDC1 inh	3	-4	-4	5	7
697 NFkB inh	-14	-8	5	1	12
Gli-Sufu block	7	-22	3	3	-3
UBC13 inh	20	8	-3	3	-7
Apaf1 inhib	16	0	-3	-10	2
SENP7 block	-5	12	9	1	6
Jurkat NFkB inh	8	2	0	12	-17

[6] CCNc1nc(NC(C)C)nc(NS(=O)(=O)c2ccc(N)cc2)n1
[7] CCCn1nnnc1NCc1cc(Br)ccc1OC
[8] O=C(NCc1cccs1)c1cccc(Nc2nc3ccc(Br)cc3[nH]2)c1
[9] COc1ccc(OC)c(Nc2cc(C)nc3ccc(C)cc23)c1
[10] O=C(O)c1cccc(NCc2ccncc2)c1

screen / no.	6	7	8	9	10
SENP8 inh	-10	2	-16	-5	6
HKDC1 inh	-7	-3	6	-4	.
697 NFkB inh	-5	-16	7	-56	18
Gli-Sufu block	1	5	-17	0	.
UBC13 inh	-12	-14	6	9	-3
Apaf1 inhib	-4	2	11	-14	-19
SENP7 block	-17	3	9	-2	1
Jurkat NFkB inh	-3	-6	7	62*	5

[11] COc1ccc(-c2n[nH]c3c2CN(C(=O)c2ccc(F)cc2)CC3)cc1
[12] CC(C)NC(=O)c1ccc(NC(=O)CC2SC(N3CCCCC3)=NC2=O)cc1 (configuration not stated)
[13] COc1ccc2nc(NC(=O)c3ccc(NC(=O)C4CCCO4)cc3)sc2c1 (configuration not stated)
[14] CCc1ccc(S(=O)(=O)/N=C2\C=C(NS(=O)(=O)c3ccccc3)C(=O)c3ccccc32)cc1
[15] CC(=O)N[C@@H](Cc1c[nH]c2ccccc12)C(=O)NC1CCCc2ccccc21 (some centres not stated)

screen / no.	11	12	13	14	15
SENP8 inh	-4	-3	3	3	-2
HKDC1 inh	-5	-3	-2	28	-8
697 NFkB inh	-22	9	-34	-35	3
Gli-Sufu block	-2	2	-18	-2	-7
UBC13 inh	-3	2	20	-72	3
Apaf1 inhib	4	-6	10	57*	5
SENP7 block	4	2	0	16	5
Jurkat NFkB inh	-5	6	-26	9	-11

Just UBC13 inh (7 entries from above):
| nr | smiles | UBC13 inh |
| --- | --- | --- |
| 6 | CCNc1nc(NC(C)C)nc(NS(=O)(=O)c2ccc(N)cc2)n1 | -12 |
| 7 | CCCn1nnnc1NCc1cc(Br)ccc1OC | -14 |
| 8 | O=C(NCc1cccs1)c1cccc(Nc2nc3ccc(Br)cc3[nH]2)c1 | 6 |
| 9 | COc1ccc(OC)c(Nc2cc(C)nc3ccc(C)cc23)c1 | 9 |
| 10 | O=C(O)c1cccc(NCc2ccncc2)c1 | -3 |
| 11 | COc1ccc(-c2n[nH]c3c2CN(C(=O)c2ccc(F)cc2)CC3)cc1 | -3 |
| 12 | CC(C)NC(=O)c1ccc(NC(=O)CC2SC(N3CCCCC3)=NC2=O)cc1 (configuration not stated) | 2 |

(listing goes on)
[16] O=C(CN(c1ccccc1F)S(=O)(=O)c1ccccc1)Nc1ccc2c(c1)OCCO2
[17] COc1ccccc1Cn1c(C(C)C)nc2ccccc21
[18] O=C(NCc1cccs1)c1noc2c1CCCC2
[19] CN(C)CCCN1C(=O)c2oc3ccc(F)cc3c(=O)c2C1c1cccnc1 (configuration not stated)
[20] COc1ccc2c(c1)c(C(=O)CN1CCN(c3ccccc3)CC1)c(C)n2C

screen / no.	16	17	18	19	20
SENP8 inh	2	-2	-1	-11	5
HKDC1 inh	-3	0	-13	-5	1
697 NFkB inh	-48	2	-3	11	8
Gli-Sufu block	-17	13	-20	0	9
UBC13 inh	-2	8	2	11	8
Apaf1 inhib	-1	-3	-7	1	5
SENP7 block	4	3	-8	-3	-1
Jurkat NFkB inh	10	-2	1	14	14

[21] CCOc1c(OC)cccc1C1CC(=O)Nc2cc(OC)c(OC)cc21 (configuration not stated)
[22] CC1CCCC(NC(=O)COC(=O)CCC(=O)c2cccs2)C1C (configuration not stated)
[23] C/C(=N\O)c1ccccc1C(=O)O
[24] Cc1ccc(C(=O)OCC(=O)Nc2cccc(S(=O)(=O)N3CCOCC3)c2)o1
[25] Cc1nn(C)c(Oc2ccccc2)c1CCNC(=O)C(C)(C)C

screen / no.	21	22	23	24	25
SENP8 inh	-12	6	7	15	0
HKDC1 inh	3	-5	-6	0	-5
697 NFkB inh	1	23	18	22	33
Gli-Sufu block	.	10	5	1	4
UBC13 inh	-1	0	-3	-1	2
Apaf1 inhib	3	-273	-20	-2	-2
SENP7 block	11	-5	3	3	7
Jurkat NFkB inh	-8	8	-1	-1	-16

[26] COc1ccc(C2CC(c3ccccc3)=NN2C(=O)CSc2ncccn2)cc1 (configuration not stated)
[27] CCOc1ccc(N(CC(=O)NCCc2ccccc2)C(=O)CCC(=O)Nc2cc(C)ccn2)cc1
[28] Nc1ccc(S(=O)(=O)C(F)(F)F)cc1N
[29] Fc1cc2[nH]c(=S)[nH]c2cc1Cl
[30] CCOC(=O)N1CCN(S(=O)(=O)c2ccc(C(=O)Nc3nc4c(s3)CC(C)CC4)cc2)CC1 (configuration not stated)

screen / no.	26	27	28	29	30
SENP8 inh	2	-1	1	2	-6
HKDC1 inh	-4	-3	-1	4	-4
697 NFkB inh	-10	3	15	-2	-29
Gli-Sufu block	-5	-4	12	7	-13
UBC13 inh	7	4	-1	6	-7
Apaf1 inhib	15	23	-11	-7	3
SENP7 block	3	1	2	-3	-10
Jurkat NFkB inh	3	12	-11	-5	-11

[31] CCN(CC)CCC(c1ccc2c(c1)OCO2)c1c(OC)cc(OC)c2c(-c3ccccc3)cc(=O)oc12 (configuration not stated)
[32] CCn1c(SCC(=O)N2c3ccccc3Sc3ccccc32)nnc1-c1ccco1
[33] CCCn1c(=O)c(C(=O)Nc2ncccc2O)c(O)c2ccccc21
[34] Cc1ccsc1/C=C1\CCC(C2CCCC2)C1=O (configuration not stated)
[35] COc1cc(C)c(C(=O)Oc2cc(C)c(C(=O)O)c(O)c2C)c(O)c1C(=O)O

screen / no.	31	32	33	34	35
SENP8 inh	-16	-4	-3	85*	2
HKDC1 inh	1	-4	12	1	-4
697 NFkB inh	-14	6	6	-121	12
Gli-Sufu block	11	5	-3	-62	4
UBC13 inh	32	2	-11	17	-9
Apaf1 inhib	31	5	-3	-3	20
SENP7 block	7	-4	-18	83*	-1
Jurkat NFkB inh	-11	13	5	-135	-19

[36] N#CC(C(=O)CCN1C(=O)C2CC=CCC2C1=O)c1nc2ccccc2[nH]1 (configuration not stated)
[37] S=C(c1ccccc1)N(c1ccccc1)c1ccccc1
[38] O=C(CSc1nc(O)c(C2CCCCC2)c(=O)[nH]1)Nc1ccc(Cl)cc1
[39] Cc1cccc(N2CCN(S(=O)(=O)c3cccs3)CC2)c1C
[40] O=C(CN1CCOCC1)Nc1ncccn1

screen / no.	36	37	38	39	40
SENP8 inh	-7	7	-6	3	-5
HKDC1 inh	8	8	-2	3	-1
697 NFkB inh	19	6	13	12	11
Gli-Sufu block	-17	0	-6	-7	2
UBC13 inh	0	6	-10	0	7
Apaf1 inhib	2	9	-6	13	-6
SENP7 block	2	1	6	2	-3
Jurkat NFkB inh	8	-5	-3	15	9

Complete entries, looked up by structure:
`Cc1cccc(N2CCN(S(=O)(=O)c3cccs3)CC2)c1C` is listed with SENP8 inh: 3; HKDC1 inh: 3; 697 NFkB inh: 12; Gli-Sufu block: -7; UBC13 inh: 0; Apaf1 inhib: 13; SENP7 block: 2; Jurkat NFkB inh: 15
`O=C(CSc1nc(O)c(C2CCCCC2)c(=O)[nH]1)Nc1ccc(Cl)cc1` is listed with SENP8 inh: -6; HKDC1 inh: -2; 697 NFkB inh: 13; Gli-Sufu block: -6; UBC13 inh: -10; Apaf1 inhib: -6; SENP7 block: 6; Jurkat NFkB inh: -3

Additional results:
[41] COc1ccc(NC(=O)CN(C)CC(=O)N(CC(C)C)c2c(N)n(CC(C)C)c(=O)[nH]c2=O)cc1
[42] CC(C)CCNC(=O)CN(Cc1ccccc1)C(=O)CCC(=O)Nc1ccccn1
[43] O=C(NCc1n[nH]c(=S)n1-c1cccc(C(F)(F)F)c1)c1ccco1
[44] COc1ccc(C2=NN(C(C)=O)C(c3ccccc3)C2)cc1 (configuration not stated)
[45] COc1cc(C)c(NC(=O)C(=S)N2CCCC2)cc1C

screen / no.	41	42	43	44	45
SENP8 inh	9	9	-3	-7	-1
HKDC1 inh	0	-8	-1	-5	1
697 NFkB inh	3	0	9	-36	-4
Gli-Sufu block	0	-7	40	-30	3
UBC13 inh	7	-5	0	-2	16
Apaf1 inhib	-1	4	6	6	-15
SENP7 block	4	-2	8	9	7
Jurkat NFkB inh	-3	-19	1	-28	4

[46] COc1ccc([C@H]2CC(=O)C=C(c3ccc(C)c4ccccc34)C2)cc1
[47] CC1Cc2ccccc2N1C(=O)C(C)n1cc(C(F)(F)F)cc(Cl)c1=O (configuration not stated)
[48] CCC1ON(c2ccccc2)C2c3nc4ccccc4n3CC12 (configuration not stated)
[49] CCn1cc(/C=C(\NC(=O)c2ccccc2OC)C(=O)N2CCN(C)CC2)c2ccccc21
[50] Cc1cccc2cc(CN(CCN(C)C)C(=S)Nc3ccccc3)c(=O)[nH]c12

screen / no.	46	47	48	49	50
SENP8 inh	-16	-6	-20	4	0
HKDC1 inh	0	-9	-2	1	-8
697 NFkB inh	-15	0	-1	9	-6
Gli-Sufu block	5	-1	-3	14	13
UBC13 inh	4	-8	-8	3	7
Apaf1 inhib	23	4	7	4	-1
SENP7 block	-4	6	10	0	5
Jurkat NFkB inh	0	1	-11	12	-6

[51] COC(CNC(=O)c1cnn2c(C)c(Cc3ccccc3)c(C)nc12)OC
[52] O=C(NCC(c1cccs1)N1CCOCC1)c1ccccc1NS(=O)(=O)c1ccc(Cl)cc1 (configuration not stated)
[53] CC(=O)Nc1ccc(NC(=O)C(C)OC(=O)c2ccc(C)s2)cc1 (configuration not stated)
[54] CCCCc1ccc(-c2c(C#N)c(N)nc3c2CCCC3)s1
[55] C(=N\Nc1nc2ccccc2[nH]1)/C1CCCCC1

screen / no.	51	52	53	54	55
SENP8 inh	-2	-3	-11	5	3
HKDC1 inh	5	-3	-8	3	0
697 NFkB inh	-5	-11	-6	-12	-34
Gli-Sufu block	-12	6	1	21	-6
UBC13 inh	9	-8	1	31	-16
Apaf1 inhib	4	12	19	8	-4
SENP7 block	2	-15	5	4	14
Jurkat NFkB inh	6	-10	-7	6	-61

[56] COc1cc(CCC(=O)Nc2ccc(S(=O)(=O)N3CCOCC3)cc2)cc(OC)c1OC
[57] O=C(CCn1ccc2cc(S(=O)(=O)N3CCCC3)ccc21)NCc1ccccc1
[58] CCOCCCNCc1ccc(OCCC(C)C)c(OC)c1
[59] O=C(N/N=C/c1ccoc1)c1ccccc1F
[60] Cc1nnc(SCC(=O)Nc2ccc(N3CCN(S(C)(=O)=O)CC3)cc2)o1
[61] Nc1c(Cl)cc(C2=NCCn3nc4cc([N+](=O)[O-])ccc4c32)cc1Cl
[62] Fc1ccc2c(c1)C(c1ccncc1)=NNC(c1cccnc1)=N2
[63] CCN(CC)C(=O)Cn1cc(C(=O)C(=O)N2CCCc3ccccc32)c2ccccc21

screen / no.	56	57	58	59	60	61	62	63
SENP8 inh	2	-3	-3	0	4	-6	2	2
HKDC1 inh	6	5	-6	0	-12	7	-2	0
697 NFkB inh	19	-11	4	-1	-2	0	-15	9
Gli-Sufu block	4	45	0	-12	-2	-1	4	11
UBC13 inh	5	1	5	22	8	3	-9	10
Apaf1 inhib	-4	-2	1	7	1	15	-7	-5
SENP7 block	8	15	1	3	3	1	-2	1
Jurkat NFkB inh	-8	5	0	-6	-18	13	-6	0
